Source: PubChem
HCV inh = qHTS Assay for Inhibitors of Hepatitis C Virus (HCV); 340,000 tested, 3.4% active; Huh7.5.1 HCVcc-Cre infection, luciferase reporter, 44 h; Potency, µM (doses to about 41.8 µM), for inactives: at the top dose activity change, negative = inhibition, usual class: inhibitors; note: potency is the fitted concentration of half-maximal effect
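Compounds are dispensed onto cells plated 4 h earlier at 1,000 per well, with HCVcc-Cre virus (about 0.5 moi) added next. Following 44 h of culture, luminescent signal is measured for 15 sec after 15 min with substrate at room temperature.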
Giardia FBPA inh = qHTS Assay for Inhibitors of Fructose-1,6-bisphosphate Aldolase from Giardia Lamblia; purified Giardia FBPA; Potency, µM (series often up to 59.6 µM), for the others: at the highest dose activity, negative = inhibition, most hits filed as inhibitors; A8B2U2; 290,000 tested, 0.71% active; note: potency is the fitted concentration of half-maximal effect; nearly all actives have a fitted effect of over 55% in size
Target sequence (A8B2U2 whole entry, looked up): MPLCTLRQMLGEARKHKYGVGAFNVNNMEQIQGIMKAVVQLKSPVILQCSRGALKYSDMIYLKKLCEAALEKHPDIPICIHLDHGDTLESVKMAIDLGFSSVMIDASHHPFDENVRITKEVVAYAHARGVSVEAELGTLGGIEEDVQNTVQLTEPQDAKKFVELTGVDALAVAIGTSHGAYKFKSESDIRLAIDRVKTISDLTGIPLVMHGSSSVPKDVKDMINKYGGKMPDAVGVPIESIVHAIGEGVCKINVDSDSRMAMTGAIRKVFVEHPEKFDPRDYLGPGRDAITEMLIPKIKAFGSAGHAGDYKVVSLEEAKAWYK
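40 nM FBPA preincubated 10 min at RT with compound (up to 57.5 uM final), then substrate plus GAPDH/TPI/NAD/arsenate coupling and diaphorase/resazurin added. Fluorescence read after 20 min at RT, 525/598 nm.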
AmpC inh detg = qHTS Inhibitors of AmpC Beta-Lactamase (assay with detergent). Potency, µM (highest dose often 114 µM), for inactives: top-dose activity change, negative = inhibition, hits mostly inhibitors. AmpC hydrolysis of nitrocefin, absorbance 480 nm, 0.01% Triton. 370,000 tested, 0.041% active. P00811;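 note: potency is the fitted concentration of half-maximal effect; 0% = no-compound wells and -100% = no-enzyme wells; nearly all actives have a fitted effect of over 25% in size; some results filed as inactive show a strong effect at the top dose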
Target sequence (P00811 whole entry, looked up): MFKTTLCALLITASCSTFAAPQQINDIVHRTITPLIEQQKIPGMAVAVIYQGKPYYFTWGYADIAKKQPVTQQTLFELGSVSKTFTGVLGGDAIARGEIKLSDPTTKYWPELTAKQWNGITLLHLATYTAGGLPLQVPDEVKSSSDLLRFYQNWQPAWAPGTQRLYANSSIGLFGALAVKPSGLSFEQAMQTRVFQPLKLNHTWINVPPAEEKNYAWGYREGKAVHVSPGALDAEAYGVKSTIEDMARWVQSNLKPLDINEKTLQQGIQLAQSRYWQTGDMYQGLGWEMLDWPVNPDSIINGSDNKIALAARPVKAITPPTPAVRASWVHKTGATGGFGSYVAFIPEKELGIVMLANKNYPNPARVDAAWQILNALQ
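AmpC (5.3 nM in the dispensed reagent) in 20 mM phosphate pH 7.0 with 0.01% (detergent screen) or 0.0001% Triton X-100 was preincubated with compounds for 15 min at room temperature. Nitrocefin was then added from an 800 uM solution, and hydrolysis was followed at 480 nm.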
AMA1-RON2 inh = qHTS for Inhibitors of AMA1-RON; Towards Development of Antimalarial Drug Lead: Primary Screen; Plasmodium falciparum AMA1 (3D7) - RON2 peptide interaction; AlphaScreen AMA1-biotinylated RON2 peptide binding; Potency, µM (titrated, usually from 58.2 µM), inactives show at the top dose activity change, negative = inhibition, usual class: inhibitors; 360,000 tested, 0.2% active; AID 720542, 2013;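 note: potency is the fitted concentration of half-maximal effect; 0% = vehicle wells and -100% = peptide control; nearly all actives have a fitted effect of over 45% in size; some results filed as inactive show a strong effect at the top dose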
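AMA1 (3D7) with his tag at 25 nM final met compounds first, then biotinylated RON2 peptide at 25 nM; detection used donor plus acceptor beads, 10 µg/mL apiece, read by AlphaScreen after 30 min at room temperature.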
HCMV inh = qHTS Assay for inhibitors of the human cytomegalovirus (HCMV). HFF cells, HCMV-luciferase reporter, 72 h; active compounds read low. activity change, negative = inhibition, % at 57.5 µM. 410,000 tested, 4.5% active; in the data active = activity change below about -60%; inconclusive = no clear call, values can overlap the other calls; inactive = above about -39%
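Two-dose cell screen: HFF monolayers treated with compounds and infected with luciferase-expressing HCMV at 1 PFU/cell, 72 h at 37C, then lysed for luciferase measurement.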
Sm TGR block = qHTS Assay for the Inhibitors of Schistosoma Mansoni Peroxiredoxins. Potency, µM (series often up to 114 µM), for inactives: at the highest dose activity change, negative = inhibition, usual class: inhibitors. AID 485364, 2010. 360,000 tested, 3% active. purified TGR, DTNB reduction, TNB absorbance 405 nm; note: potency is the fitted concentration of half-maximal effect; nearly all actives have a fitted effect of over 60% in size
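First, TGR (20 nM dispensed) and NADPH were mixed with compound. Second, a 15 min room-temperature incubation followed. Third, further NADPH and then DTNB were added to start the reaction. Finally, TNB absorbance was monitored kinetically.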
The depositor's hits bear a star; ? = inconclusive; . = not tested or not shown; & = joins results of further samples; [ ] = another dose, or the depositor's remark. Unless noted, calls come from the whole dose curve; as a rule, active = well fitted curve in the direction sought with a large enough effect; inconclusive = small, poorly fitted or top-dose-only effect, or another doubt; inactive = no such curve, though single readings can be large; an effect the other way counts as inactive or inconclusive. Unless noted, % is set by controls: 0 for no effect and ±100 for the full control effect.

canonical_smiles | HCV inh | Giardia FBPA inh | AmpC inh detg | AMA1-RON2 inh | HCMV inh | Sm TGR block
Cc1ccccc1C(=O)Nc1ccc(S(=O)(=O)N2CCN(C)CC2)cc1 | 15% | -2% | -15% | 0% | 41 | -3%
Cc1cc(C)c(S(=O)(=O)N2CCCOC2CNC(=O)C(=O)NCc2ccccn2)c(C)c1 (configuration not stated) | 9% | 4% | -11% | 47%[activator] | ? | 18%
O=C(CSC1CC(=O)N(CCc2ccccc2)C1=O)Nc1cccc(Cl)c1 (configuration not stated) | 15% | 1% | 0% | 8% | -30 | -8%
COc1ccc(CN(C)C(=O)c2cc(-c3ccccc3)nc3ccc(C)cc23)c(OC)c1OC | 10µM* | . | 10% | -14% | . | -20%
O=C(O)CCS(=O)(=O)c1cc(Br)cc2c1N(C(=O)C1CC1)CC2 | 26% | 12% | ? | ? | -13 | 0%
Cc1nnc(SC(C)C(=O)NC2CCCc3ccccc32)n1-c1ccccc1 (configuration not stated) | 11% | 7% | -5% | 15%[2.32 µM] | 4 | -6%
Cc1nnc(SCC(=O)NC2CCCCC2)n1C1CCCCC1 | 37%[activator] | 2% | -15% | -3% | 21 | 8%
Nc1nc(-c2ccccc2)c(-c2ccccc2)s1 | -6% | -16% | ? | -5% | 70 | 6%
CCOC(=O)N1CCN(c2ncc(C(F)(F)F)cc2Cl)CC1 | 2% | 0% | 1% | -8% | ? | 3%
Cc1cc(C(=O)N2CCN(c3ccccc3)CC2)c2c(C)nn(-c3cccc(F)c3)c2n1 | . | . | 4% | . | 28 | 9%
CC(=O)Nc1ccc(OCCC[n+]2ccccc2)cc1 | 0% | -1% | 6% | -1% | 23 | 0%
CC(NC(=O)COC(=O)c1cc(=O)c2ccccc2o1)c1ccccc1 (configuration not stated) | 10% | . | . | -5% | -29 | .
COc1ccccc1NC(=O)COC(=O)c1c[nH]c2ccccc12 | ? | . | 7% | 0% | 0 | 3%
CNc1ccccc1C(=O)OCC(=O)c1ccccc1 | 5%[8.37 µM] | -1%[12.9 µM] | -13% | 104%[activator] | . | -11%
Cc1ccc(N/N=C(\C#N)C(=N)N2CCCCC2)cc1 | -16% | ? | -3% | 2% | 40 | 23%
COc1ccc(-n2ccnc2SCC(=O)NCc2ccco2)c(OC)c1 | 5% | -1% | 1% | -23% | 4 | ?
COc1ccc(CN2C(=O)C(Cc3ccccc3)Nc3ncnc(N4CCc5ccccc5C4)c32)cc1 (configuration not stated) | -22% | . | -17% | . | . | ?
CC(C)c1c(O)nc(SCC(=O)Nc2ccc3c(c2)CCC3)[nH]c1=O | 5% | -3% | 3% | 6% | 15 | -30%
CCCNC(=O)C1CCN(S(=O)(=O)c2ccc3[nH]c(=O)ccc3c2)CC1 | 13% | 5% | ? | 6% | ? | 55%[activator]
CCNC(=O)NC(=O)C(C)OC(=O)Cc1coc2cc3c(cc12)CCC3 (configuration not stated) | -11% | 3% | 0% | -6% | 34 | 31%
CCN1CCN(c2nc3sc4c(c3c(=O)n2-c2ccc(OC)cc2)CCCCC4)CC1 | ? | 3% | 5% | -8% | -15 | 12%
O=C(Nc1ccccn1)C1CCN(S(=O)(=O)c2ccc(Cl)cc2)CC1 | ? | . | 0% | -5% | 3 | 1%
COc1ccc(-n2c(/C=C/c3c(C)[nH]c4ccccc34)nc3ccccc3c2=O)cc1 | . | . | -16% | . | 4 | -4%
CCOc1ccc(NC(=O)CCN2CCN(C)CC2)cc1 | 7% | 5% | -5% | -7% | 10 | -26%
COc1cc2c(cc1OC)C(C)N(C(C)=O)CC2 (configuration not stated) | -10% | 5% | -14% | 8% | 107 | -27%
CCOC(=O)c1c(C)[nH]c2c1-c1ccccc1C(=O)C2=O | 2.5µM* | ? | -9% | -4% | -100* | -19%
CC(=O)N1CCc2cc(Br)cc(S(=O)(=O)N3CCC(C(=O)O)CC3)c21 | 7% | -5% | 1% | -11% | -18 | -21%
Cc1ccn2cc(-c3cccc(NC(=O)c4ccccc4)c3)nc2c1 | ? | -1% | 2% | 3% | 23 | 4%
Cc1cc(/C=C(\C#N)C(=O)Nc2ccc(Cl)cc2)c(C)n1-c1ccc(N2CCOCC2)c([N+](=O)[O-])c1 | ? | -1% | -4% | 0% | -31 | -13%
Cc1c(N=C2NN=C(c3ccc(Cl)cc3)CS2)c(=O)n(-c2ccccc2)n1C | -5% | -15% | 5% | 28% | -23 | -10%

In another format: 4 of the compounds above
CCN1CCN(c2nc3sc4c(c3c(=O)n2-c2ccc(OC)cc2)CCCCC4)CC1
  HCV inh: ?
  Giardia FBPA inh: 3%
  AmpC inh detg: 5%
  AMA1-RON2 inh: -8%
  HCMV inh: -15
  Sm TGR block: 12%
O=C(Nc1ccccn1)C1CCN(S(=O)(=O)c2ccc(Cl)cc2)CC1
  HCV inh: ?
  Giardia FBPA inh: .
  AmpC inh detg: 0%
  AMA1-RON2 inh: -5%
  HCMV inh: 3
  Sm TGR block: 1%
Cc1cc(/C=C(\C#N)C(=O)Nc2ccc(Cl)cc2)c(C)n1-c1ccc(N2CCOCC2)c([N+](=O)[O-])c1
  HCV inh: ?
  Giardia FBPA inh: -1%
  AmpC inh detg: -4%
  AMA1-RON2 inh: 0%
  HCMV inh: -31
  Sm TGR block: -13%
CC(C)c1c(O)nc(SCC(=O)Nc2ccc3c(c2)CCC3)[nH]c1=O
  HCV inh: 5%
  Giardia FBPA inh: -3%
  AmpC inh detg: 3%
  AMA1-RON2 inh: 6%
  HCMV inh: 15
  Sm TGR block: -30%

(next part)
canonical_smiles | HCV inh | Giardia FBPA inh | AmpC inh detg | AMA1-RON2 inh | HCMV inh | Sm TGR block
CNC(C(=O)c1ccccc1)C(OC(C)C)c1ccc(Cl)cc1 (configuration not stated) | 9% | 0% | 1% | 6% | 39 | 26%
CC(=O)c1ccc(OCC(=O)OCC(=O)N(CC(C)C)c2c(N)n(Cc3ccccc3)c(=O)[nH]c2=O)cc1 | 4% | . | 0% | 19% | -15 | 2%
CSCc1ccc(C(=O)NCc2ccccc2)cc1 | 6% | 0% | -11% | -2% | 32 | -1%
CCOCCCNC(=O)c1cn(CC(C)C)c(=O)c2c1c1ccccc1n2C | -2% | 0% | 1%&19% | -7% | 22&-9 | 0%&-5%
CN(CCOc1ccccc1)CC(=O)Nc1cccc(C#N)c1 | 2% | 0% | -13% | 16% | -65* | 12%
COc1ccc(OC)c(CCNC(=O)Cn2ccc3cc(S(=O)(=O)N4CCCC4)ccc32)c1 | -27% | -1% | -5% | 0% | -11 | -21%
Nc1nc(CN2CCN(Cc3ccccc3)CC2)nc(N2CCCc3ccccc32)n1 | -4% | -4% | -4% | 8% | ? | -15%
COc1ccc(CNC(=O)C(=O)NCCC2CCCCN2S(=O)(=O)c2ccccc2)cc1 (configuration not stated) | ? | . | -2% | -14% | -36 | 0%
CCOC(=O)c1[nH]c2ccccc2c1NC(=O)c1ccc(Br)cc1 | . | . | 9% | . | -18 | -5%
COc1cc(/C(C)=N/NC(=O)CSc2nc3ccccc3[nH]2)ccc1O | 20% | -7% | -5% | 22% | -36 | 8%
CCC(=O)Oc1ccc2c(C)cc(=O)oc2c1C | -18% | 1% | -5% | 5% | 1 | -2%
O=C(O)CCn1c(SCc2cccc3ccccc23)nc2ccccc21 | 11% | 12% | -1% | -15% | 24 | -10%
CCOC(=O)c1[nH]c2ccccc2c1NC(=O)CN(C)C | -2% | 0% | 0% | 24% | -33 | 1%
CCOC(=O)c1cnc2c(ccc3ccccc32)c1Nc1ccc(OC)cc1OC | . | . | 9% | . | -3 | -1%
CC(=O)c1cccc(OCc2cc(C(=O)N3CCC(N4CCCCC4)CC3)no2)c1 | -30% | . | 2% | -4% | 13 | -7%
Cc1ccc(C#N)c(SCc2ccccc2[N+](=O)[O-])n1 | -13% | 4% | -14% | 19% | ? | -13%
O=C(O)/C=C\C(=O)Nc1ccc(N2CCN(c3ccc(Cl)c(Cl)c3)CC2)cc1 | 13% | 1% | 1% | ? | ? | 2%
Cc1[nH]c(=O)[nH]c(=O)c1NC(=O)c1cccs1 | 5% | 5% | -15% | -4% | 30 | -17%
O=C(CN1C(=O)c2cccc3cccc1c23)N1CCN(c2cccc(Cl)c2)CC1 | 6% | 1% | -12% | 16% | -6 | 4%
CCOC(=O)c1cnc2ccc(C)cc2c1NCCc1ccc(OC)c(OC)c1 | . | . | 2% | . | 21 | 5%
C=CCOC(=O)C1=C[C@H](c2ccccc2)[C@@H](CCCO)[C@H](OCC)O1 | 45%[activator] | -3% | -7% | 9% | -25 | -12%
CCN1CCc2nc3sc(C(=O)Nc4cccnc4Cl)c(N)c3cc2C1 | 2% | . | -9% | 0% | ? | -12%
COc1cc(C(=O)Nc2nnc(C)s2)cc(OC)c1OC | ? | 1% | ? | 11% | 102 | 6%
Cc1ccc(Nc2cc(C(=O)NCCCN3CCOCC3)c3ccccc3n2)cc1C | 22µM* | 14% | -6% | -12% | -10 | -7%
CC#CC[N+](C)(C)CCCCCCCCCCCC | 5µM* | 1% | -4% | -2% | -101* | 4%
COCCNC(=O)C/C(C)=N/NC(=O)C(=O)NC1CCCCC1 | 19% | -27% | -6% | 32%[activator] | 6 | 5%
COc1ccccc1N1CCN(C(=O)c2cc(CC(C)C)on2)CC1 | . | . | 22% | . | -4 | 6%
OC(CNCc1ccccc1F)(c1ccc(F)cc1)c1ccc(F)cc1 | ? | 2% | -3% | -6% | 13 | .
COc1ccccc1NC(=O)c1nnn(Cc2ccccc2)c1NC(C)=O | 5% | 0% | -3% | -6% | 19 | 6%
Cc1ccc(C(=O)NCCCNC(=O)c2ccco2)cn1 | 9% | 10% | 4% | -5% | -3 | 11%
CC(OC(=O)CNC(=O)C1CCCCC1)C(=O)NCc1ccccc1 (configuration not stated) | 0% | . | . | -11% | -16 | .
O=C(O)c1ccc(Cn2c(=S)[nH]c3cc(Cl)ccc3c2=O)cc1 | 6% | 3% | -4% | 54%[activator] | 39 | 2%
O=C(COc1ccccc1)NCC(=O)N1CCCCCC1 | 18% | . | 1% | 1% | 15 | -2%
c1ccc(N=Nc2ccc3cccccc2-3)cc1 | -7% | . | . | 4.5µM* | ? | .
C/C(=N\Nc1cc(C(F)(F)F)ccc1Cl)c1ccncc1 | 13µM* | 10% | 2% | -17% | -16 | -10%
Cc1cc(Br)c2c(c1)=C(c1sc(N3CCCCCC3)nc1O)C(=O)N=2 | 3% | 1% | 1% | 0% | 34 | 0%
CCCSc1nnc(-c2cnn(-c3ccccc3)c2-n2cccc2)n1C | -5% | -2% | -1% | 4% | ? | 2%
CC(=O)Nc1ccc(NC(=O)C(C)OC(=O)c2cccs2)cc1 (configuration not stated) | 9% | . | 0% | 17% | -12 | 11%
CCCCOc1ccc(OCCNC(=O)C2CCCN2C(=O)Nc2ccccc2)cc1 (configuration not stated) | -8% | 1% | -7% | ? | 8 | -5%
COc1ccccc1-c1ccc(=O)n(CC(=O)NC2CCc3ccccc32)n1 (configuration not stated) | -8% | 0% | -2% | -8% | -87* | 11%
